# Bioassay records as filed in PubChem BioAssay.
# Mtb BioA inh: inhibitors of Mycobacterium tuberculosis BioA enzyme; inhibition, % at 9.99 µM; 360,000 compounds, 0.096% hits; purified M. tuberculosis BioA enzyme, plate reader; in the data active = inhibition above about 40%
# Numbers without * were called inactive. Some of the compounds tested; the hit share may differ from the screen's.
SMILES,Mtb BioA inh
C[C@H]1CN([C@@H](C)CO)C(=O)c2cc(Br)cnc2O[C@H]1CN(C)CC1CCOCC1,6.0
Cc1ccc(S(=O)(=O)N(C)C[C@@H]2Oc3ccc(NC(=O)Nc4ccccc4)cc3CC(=O)N([C@H](C)CO)C[C@@H]2C)cc1,-0.2
CC(C)C#Cc1ccc([C@@H]2[C@@H](CO)N3CCCCN(C(=O)NC(C)C)C[C@H]23)cc1,-0.3
O=C(NC1CCC1)[C@@H]1[C@@H](CO)[C@@H]2Cn3c(ccc(-c4ccc(F)cc4)c3=O)[C@@H]2N1Cc1ccccn1,0.3
OC(CSc1ccncc1)CC(O)c1ccccc1 (configuration not stated),1.2
Cc1ccc(S(=O)(=O)N2C[C@@H](O)COC[C@@H]3O[C@@H](CC(=O)NCC4CCCCC4)CC[C@H]32)cc1,2.3
CCCC#Cc1cnc2c(c1)C(=O)N([C@H](C)CO)C[C@@H](C)[C@H](CN(C)C(=O)c1ccc3c(c1)OCO3)O2,24.8
C[C@H](CO)N1C[C@H](C)[C@H](CN(C)S(=O)(=O)c2cn(C)cn2)Oc2c(NS(=O)(=O)c3ccc(Cl)cc3)cccc2C1=O,0.2
Cc1cccc(S(=O)(=O)N2CCCCN3[C@H](CO)[C@@H](c4ccc(C#CC5CC5)cc4)[C@@H]3C2)c1,-0.5
COc1ccc(CNC(=O)C[C@H]2C[C@@H]3c4cc(NS(C)(=O)=O)ccc4O[C@@H]3[C@@H](CO)O2)cc1,0.0
C[C@H](O)C#Cc1ccc2c(c1)O[C@@H](CN(C)Cc1ccncc1)[C@@H](C)CN([C@@H](C)CO)S2(=O)=O,-2.1
O=C(C[C@H]1CC[C@@H]2[C@H](COC[C@H](O)CN2Cc2nccs2)O1)NCc1ccc(Oc2ccccc2)cc1,-0.9
C[C@H]1CCCCO[C@H](CN(C)S(=O)(=O)c2cn(C)cn2)[C@@H](C)CN([C@@H](C)CO)C(=O)c2cc(NC(=O)Cc3ccccc3)ccc2O1,0.4
CCCNC(=O)N1C[C@@H]2[C@H](c3ccccc31)[C@H](CO)N2CC1CCCCC1,-1.9
C[C@@H]1CN([C@@H](C)CO)C(=O)c2cc(NC(=O)Cc3ccccc3)ccc2O[C@H]1CN(C)CC1CCCCC1,0.1
COc1ccc(NC(=O)Nc2ccc3c(c2)C(=O)N([C@H](C)CO)C[C@H](C)[C@@H](CN(C)C(=O)C2CCCCC2)OCCCC[C@@H](C)O3)cc1,-1.8
CO[C@@H]1CN(C)C(=O)c2ccc(NC(=O)C3CCCCC3)cc2OC[C@@H](C)N(C)C[C@@H]1C,-0.2
O=C(C[C@H]1C[C@@H]2c3cc(NC(=O)Nc4ccccc4)ccc3O[C@@H]2[C@H](CO)O1)NCC(F)(F)F,-1.8
CCCC#Cc1ccc2c(c1)O[C@@H](CN(C)C(=O)C1CCC1)[C@@H](C)CN([C@H](C)CO)S2(=O)=O,2.0
C[C@H]1CN([C@@H](C)CO)C(=O)Cc2cc(NC(=O)CCC(F)(F)F)ccc2O[C@H]1CN(C)S(=O)(=O)c1ccccc1,-1.0
C/C=C/c1ccc([C@H]2[C@@H](CO)N(C(C)=O)[C@H]2CNC(=O)c2ccccc2)cc1,-0.3
C[C@H]1CN([C@@H](C)CO)S(=O)(=O)c2ccc(-c3ccccc3F)cc2O[C@H]1CN(C)Cc1ccncc1,0.6
CO[C@H]1CN(C)C(=O)c2cc(NC(=O)C3CC3)ccc2OC[C@H](C)NC[C@H]1C,2.2
C[C@H]1CN([C@@H](C)CO)C(=O)c2cc(NS(=O)(=O)c3cccs3)ccc2O[C@H]1CN(C)C(=O)Nc1ccccc1,-1.8
C[C@H]1CN([C@@H](C)CO)C(=O)c2cccc(NS(=O)(=O)c3ccc(F)cc3)c2O[C@H]1CN(C)C(=O)Nc1cccc2ccccc12,-0.8

# Already shown: two of the compounds above.
SMILES,Mtb BioA inh
C[C@H]1CN([C@@H](C)CO)C(=O)c2cc(Br)cnc2O[C@H]1CN(C)CC1CCOCC1,6.0
Cc1ccc(S(=O)(=O)N(C)C[C@@H]2Oc3ccc(NC(=O)Nc4ccccc4)cc3CC(=O)N([C@H](C)CO)C[C@@H]2C)cc1,-0.2

# (cont.)
SMILES,Mtb BioA inh
CO[C@@H]1CN(C)C(=O)c2ccc(NC(=O)c3cnccn3)cc2OC[C@@H](C)N(C)C[C@H]1C,-0.8
COCC(=O)N1C[C@@H](C)[C@H](OC)CN(C)C(=O)c2ccc(NC(=O)Nc3ccccc3)cc2OC[C@H]1C,1.7
CC(C)NC(=O)Nc1ccc2c(c1)C(=O)N([C@H](C)CO)C[C@@H](C)[C@@H](CN(C)C(=O)Nc1ccc(C(F)(F)F)cc1)OCCCC[C@@H](C)O2,-2.1
C[C@@H]1CN([C@H](C)CO)C(=O)c2cc(NC(=O)Cc3ccccc3)ccc2O[C@H]1CN(C)S(=O)(=O)c1ccc(F)cc1,-1.7
COc1ccc(S(=O)(=O)Nc2ccc3c(c2)CC(=O)N([C@H](C)CO)C[C@H](C)[C@H](CN(C)C(=O)Nc2ccccc2)O3)cc1,0.8
O=C(NCC[C@H]1CC[C@H](NC(=O)c2cnccn2)[C@@H](CO)O1)Nc1ccc(F)cc1,0.9
C/C=C/c1ccc([C@@H]2[C@@H](CO)N(C(=O)C3CC3)[C@H]2CN(C)C(=O)CC)cc1,-0.6
CO[C@H]1CN(C)C(=O)c2ccc(NC(=O)c3ccccc3)cc2OC[C@@H](C)N(C(=O)C2CC2)C[C@@H]1C,-1.0
O=C(CCN1CCCCC1)N[C@H]1CC[C@@H](CCNC(=O)c2cc(Cl)cc(Cl)c2)O[C@H]1CO,-1.8
CN(C)CC(=O)Nc1ccc2c(c1)[C@@H]1C[C@H](CC(=O)N3CCCCC3)O[C@@H](CO)[C@@H]1O2,0.2
COc1ccc(-c2cn(CC[C@H]3CC[C@H](NS(=O)(=O)c4ccccc4C)[C@@H](CO)O3)nn2)cc1,-1.5
C[C@@H]1CN([C@@H](C)CO)C(=O)c2cccc(NS(C)(=O)=O)c2O[C@@H]1CN(C)S(=O)(=O)c1cn(C)cn1,-0.2
COc1ccc(S(=O)(=O)Nc2ccc3c(c2)C(=O)N([C@H](C)CO)C[C@@H](C)[C@H](CN(C)C(=O)NC(C)C)O3)cc1,-1.7
C[C@H]1CN([C@@H](C)CO)C(=O)Cc2cc(NS(=O)(=O)c3ccc(F)cc3)ccc2O[C@H]1CN(C)S(=O)(=O)c1ccc(F)cc1,-0.4
COC(=O)C[C@H]1CC[C@@H]2[C@@H](COc3ccc(NC(=O)c4cscn4)cc3C(=O)N2C)O1,2.3
CNC[C@H]1Oc2ccc(NC(=O)Cc3cn(C)c4ccccc34)cc2C(=O)N([C@H](C)CO)C[C@H]1C,0.5
CO[C@H](CN(C)C(=O)c1cnccn1)[C@H](C)CN([C@@H](C)CO)S(=O)(=O)c1ccccc1,0.5
CN(C)CC#Cc1ccc([C@H]2[C@H]3CN(C(=O)C4CC4)CCCCN3[C@H]2CO)cc1,0.8
C[C@@H]1CN([C@@H](C)CO)S(=O)(=O)c2ccc(C#CCN(C)C)cc2O[C@@H]1CN(C)Cc1cccnc1,3.0
C[C@H]1CN([C@@H](C)CO)C(=O)c2cc(C#CC3CC3)cnc2O[C@@H]1CN(C)C(=O)c1ccccc1,0.8
CO[C@@H]1CN(C)C(=O)c2cc(NS(=O)(=O)c3cn(C)cn3)ccc2OC[C@@H](C)N(Cc2cccc(C(F)(F)F)c2)C[C@H]1C,2.3
C[C@@H]1CN([C@@H](C)CO)C(=O)c2cc(NC(=O)Nc3cccc4ccccc34)ccc2O[C@@H](C)CCCCO[C@@H]1CN(C)S(=O)(=O)c1ccccc1,-3.3
C[C@H]1CN([C@@H](C)CO)C(=O)c2cc(NC(=O)Nc3ccc4c(c3)OCO4)ccc2O[C@@H]1CN(C)S(=O)(=O)c1ccccc1,-1.3
COc1ccc(S(=O)(=O)Nc2ccc3c(c2)C(=O)N([C@@H](C)CO)C[C@H](C)[C@H](CN(C)C(=O)CCC(F)(F)F)OCCCC[C@@H](C)O3)cc1,1.7
C[C@@H]1CCCCO[C@@H](CN(C)C(=O)c2ccncc2)[C@H](C)CN([C@H](C)CO)C(=O)c2cc(NC(=O)CCC(F)(F)F)ccc2O1,-2.3

# Following part:
SMILES,Mtb BioA inh
CCCNC(=O)Nc1ccc2c(c1)C(=O)N(C)C[C@@H](OC)[C@H](C)CN(Cc1ccncc1)[C@@H](C)CO2,-0.7
COC(=O)[C@H]1[C@H](CO)[C@H]2Cn3c(ccc(-c4ccccc4F)c3=O)[C@H]2N1CC1CCCC1,4.9
C[C@@H]1CN([C@H](C)CO)C(=O)c2cc(NC(=O)Nc3ccc(F)cc3)ccc2O[C@@H](C)CCCCO[C@H]1CN(C)C(=O)Nc1ccccc1,-2.8
C[C@@H]1CCCCO[C@@H](CN(C)C(=O)NC2CCCCC2)[C@@H](C)CN([C@@H](C)CO)C(=O)c2cc(NC(=O)NC3CCCCC3)ccc2O1,-2.7
C[C@@H]1CN([C@H](C)CO)C(=O)Cc2cc(NS(=O)(=O)c3ccc(Cl)cc3)ccc2O[C@@H]1CN(C)Cc1ccccc1,1.0
C/C=C/c1ccc2c(c1)O[C@H](CN(C)C(=O)CC)[C@H](C)CN([C@H](C)CO)S2(=O)=O,-0.7
COc1ccc(CN2C[C@@H](C)[C@H](OC)CN(C)C(=O)c3cc(NC(C)=O)ccc3OC[C@@H]2C)cc1,3.5
C/C=C/c1ccc2c(c1)O[C@H](CN(C)C(=O)c1ccccc1)[C@@H](C)CN([C@H](C)CO)S2(=O)=O,0.4
C[C@H]1CCCCO[C@H](CN(C)Cc2ccccc2)[C@@H](C)CN([C@@H](C)CO)C(=O)c2cc(NS(C)(=O)=O)ccc2O1,-1.1
COCC#Cc1cnc2c(c1)C(=O)N([C@H](C)CO)C[C@@H](C)[C@@H](CN(C)C(=O)Cc1ccccc1)O2,-3.2
C[C@H](CO)N1C[C@H](C)[C@@H](CN(C)CC2CCCC2)Oc2ncc(Br)cc2C1=O,-0.2
C[C@@H]1CCCCO[C@H](CN(C)S(C)(=O)=O)[C@@H](C)CN([C@@H](C)CO)C(=O)c2cc(NC(=O)Nc3ccc(F)cc3)ccc2O1,3.3
O=C(Cc1ccncc1)NCC[C@@H]1CC[C@@H](NC(=O)C2CC2)[C@@H](CO)O1,-3.4
O=C(C[C@@H]1C[C@H]2c3cc(NC(=O)NC4CCCCC4)ccc3O[C@H]2[C@H](CO)O1)NCc1ccccc1,-0.2
COc1ccc(CCNC(=O)[C@@]2(Cc3ccccc3I)c3ccccc3C(=O)N(Cc3ccccc3OC)[C@H]2c2ccc(CO)cc2)cc1,-0.2
CCS(=O)(=O)Nc1ccc2c(c1)C(=O)N(C)C[C@H](OC)[C@H](C)CN(CCC(F)(F)F)[C@@H](C)CO2,-2.6
COCCOC(=O)N1C(=O)[C@@]2(c3cc(C#CCNC(N)=O)ccc31)[C@H](C(=O)N1CCc3cc(OC)c(OC)cc3C1)[C@H]1C(=O)O[C@H](c3ccccc3)[C@H](c3ccccc3)N1[C@@H]2c1ccccc1OCCO,-1.1
C[C@H]1CCCCO[C@@H](CN(C)C(=O)CCCN(C)C)[C@@H](C)CN([C@@H](C)CO)C(=O)c2cc(NC(=O)C3CCCCC3)ccc2O1,1.0
COc1ccc(-c2ccc3c(c2)O[C@H](CN(C)Cc2cccnc2)[C@H](C)CN([C@H](C)CO)S3(=O)=O)cc1,3.5
CCCNC(=O)Nc1ccc2c(c1)OC[C@H](C)N(C(=O)C1CC1)C[C@H](C)[C@H](OC)CN(C)C2=O,11.8
O=C(C[C@H]1C[C@@H]2c3cc(NC(=O)NC4CCCCC4)ccc3O[C@@H]2[C@H](CO)O1)NCC1CC1,0.0
O=C(C[C@H]1CC[C@H]2[C@@H](COC[C@H](O)CN2C(=O)Nc2ccc(C(F)(F)F)cc2)O1)NC1Cc2ccccc2C1,-0.2
O=C(C[C@H]1CC[C@H]2[C@@H](COC[C@@H](O)CN2S(=O)(=O)c2ccc(Oc3ccccc3)cc2)O1)Nc1ccccc1,1.3
C[C@H](CO)N1C[C@H](C)[C@@H](CN(C)S(=O)(=O)c2ccc(F)cc2)OCc2ccccc2-c2c(n(C)c3ccccc23)C1=O,0.6
C[C@@H]1CN([C@H](C)CO)C(=O)Cc2cc(NC(=O)Nc3ccccc3)ccc2O[C@@H]1CN(C)Cc1ccncc1,1.4
CCCNC(=O)N(C)C[C@@H]1Oc2cc(-c3ccncc3)ccc2S(=O)(=O)N([C@H](C)CO)C[C@H]1C,0.6
C[C@H]1CCCCO[C@H](CN(C)S(C)(=O)=O)[C@@H](C)CN([C@@H](C)CO)C(=O)c2cc(NS(C)(=O)=O)ccc2O1,3.1
C[C@H]1CN([C@@H](C)CO)S(=O)(=O)c2ccc(-c3ccccc3)cc2O[C@H]1CN(C)S(=O)(=O)c1ccccc1F,-0.3
Cc1noc(C)c1S(=O)(=O)Nc1ccc2c(c1)C(=O)N([C@@H](C)CO)C[C@H](C)[C@H](CN(C)Cc1ccc(Cl)c(Cl)c1)O2,1.9

# In the list so far, these contain a CF3 group:
SMILES,Mtb BioA inh
O=C(C[C@H]1C[C@@H]2c3cc(NC(=O)Nc4ccccc4)ccc3O[C@@H]2[C@H](CO)O1)NCC(F)(F)F,-1.8
C[C@H]1CN([C@@H](C)CO)C(=O)Cc2cc(NC(=O)CCC(F)(F)F)ccc2O[C@H]1CN(C)S(=O)(=O)c1ccccc1,-1.0
CC(C)NC(=O)Nc1ccc2c(c1)C(=O)N([C@H](C)CO)C[C@@H](C)[C@@H](CN(C)C(=O)Nc1ccc(C(F)(F)F)cc1)OCCCC[C@@H](C)O2,-2.1
CO[C@@H]1CN(C)C(=O)c2cc(NS(=O)(=O)c3cn(C)cn3)ccc2OC[C@@H](C)N(Cc2cccc(C(F)(F)F)c2)C[C@H]1C,2.3
COc1ccc(S(=O)(=O)Nc2ccc3c(c2)C(=O)N([C@@H](C)CO)C[C@H](C)[C@H](CN(C)C(=O)CCC(F)(F)F)OCCCC[C@@H](C)O3)cc1,1.7
C[C@@H]1CCCCO[C@@H](CN(C)C(=O)c2ccncc2)[C@H](C)CN([C@H](C)CO)C(=O)c2cc(NC(=O)CCC(F)(F)F)ccc2O1,-2.3
CCS(=O)(=O)Nc1ccc2c(c1)C(=O)N(C)C[C@H](OC)[C@H](C)CN(CCC(F)(F)F)[C@@H](C)CO2,-2.6
O=C(C[C@H]1CC[C@H]2[C@@H](COC[C@H](O)CN2C(=O)Nc2ccc(C(F)(F)F)cc2)O1)NC1Cc2ccccc2C1,-0.2
